From PubChem
GlmU inhibition = inhibition of mycobacterial GlmU enzyme – biochemical, glucosamine-1-phosphate acetyltransferase (AID 1376). inhibition, %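 (tested at 30 µM in the primary screen)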, or IC50 in µM where a hit was titrated. M. tuberculosis GlmU acetyltransferase enzyme assay; higher % means a stronger effect. actives 0.25% (n = 220,000); in the data active means inhibition above about 13%;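 further: 0% = complete reaction with vehicle and 100% = reaction without substrate; strong numbers were not always called active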
Mtb RmlCD inh = blocks M. tuberculosis RmlC and RmlD coupled enzymes | P9WH09+P9WH11 | RmlC+RmlD coupled enzyme assay, percent inhibition; primary screen in compound mixtures | inhibition, % at 3.6 µM | actives 0.03% (n = 160,000); in the data active means inhibition mostly above about 34%, no sharp cut-off; further: some results filed as inactive read as strong as hits
Target sequence (P9WH09 whole entry, looked up): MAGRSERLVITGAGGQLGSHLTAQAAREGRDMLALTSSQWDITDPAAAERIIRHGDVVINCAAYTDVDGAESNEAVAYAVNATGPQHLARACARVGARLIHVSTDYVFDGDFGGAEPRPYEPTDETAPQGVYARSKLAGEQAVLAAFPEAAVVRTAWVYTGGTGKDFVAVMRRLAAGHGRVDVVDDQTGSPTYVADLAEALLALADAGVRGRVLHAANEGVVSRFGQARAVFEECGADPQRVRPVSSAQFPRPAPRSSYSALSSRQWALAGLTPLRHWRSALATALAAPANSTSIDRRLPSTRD
Target sequence (P9WH11 whole entry, looked up): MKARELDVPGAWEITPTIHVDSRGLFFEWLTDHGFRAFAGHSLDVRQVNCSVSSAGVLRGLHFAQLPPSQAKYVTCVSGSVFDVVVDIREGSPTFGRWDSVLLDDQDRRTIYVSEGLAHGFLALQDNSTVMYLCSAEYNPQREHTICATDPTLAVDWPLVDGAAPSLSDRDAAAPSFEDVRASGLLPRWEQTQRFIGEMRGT
Numbers without * were called inactive; . = not tested or not shown. Some of the compounds tested; count on the stated rates, not on these rows.

SMILES	GlmU inhibition	Mtb RmlCD inh
O=S(=O)(Cc1nc2ccccc2s1)c1ccccc1	-1.1%	5.3
COc1ccc(CN2CCCC(CNC(=O)c3ccc(F)cc3)C2)cc1OC (stereo not drawn)	0.8%	-10.0
CCOc1ccc2nc(NCCCNS(=O)(=O)c3ccccc3)c(C#N)cc2c1	2.9%	55.3
COc1ccc(CC(=O)NCCc2ccc(Cl)cc2Cl)cc1	-3.9%	-5.8
Cc1nc2ccccc2nc1N/N=C/c1ccc(O)cc1O	6.6%	-8.0
O=C(NCCc1c[nH]c2ccccc12)Nc1ccccc1	-0.7%	2.6
O=c1[nH]nc(CSCc2ccccc2Cl)[nH]1	0.4%	.
c1ccc(-c2nnc(CN3CCC4(CC3)OCCO4)o2)cc1	1.2%	-3.8
CCc1c(C)sc(NC(=O)CCc2ccc(OC)cc2)c1C(N)=O	-3.0%	.
Cc1cc(C)nc(N2CCC(C(=O)Nc3ccc4c(c3)OCO4)CC2)n1	-4.0%	-8.7
c1csc(CNc2nc(-c3cccs3)nc3ccccc23)c1	3.3%	1.5
CCC(CC)C(=O)Nc1ccccc1NC(C)=O	-2.8%	24.9
O=c1cc(-c2ccccc2F)nc(-c2ccccc2F)o1	2.7%	.
O=C(Nc1nccs1)c1csc2c1CCCC2	1.5%	.
CCCc1nn(-c2cc(Cl)ccc2OC)c2c1C(=O)CC(C)(C)C2	0.7%	-10.2
COc1ccc(CNC(=O)C2(CC3CC(c4ccccc4)=NO3)CCN(C(=O)OC(C)(C)C)CC2)cc1 (stereo not drawn)	-1.5%	.
Cc1occc1C(=O)Nc1ccccc1C(=O)O	-1.4%	36.8
CCC(CC)C(=O)Nc1cccc(C(=O)N2CCCC2)c1	-0.1%	.
Cc1c(C(=O)O)oc2c1C(=O)CC(C)(C)C2	-3.7%	-10.6
CC1(C)CNC(=O)c2sc(NC(=O)c3ccccc3)nc2C1	4.1%	0.7
COc1ccc(-c2csc(NC3OC(=O)c4c3ccc(OC)c4OC)n2)cc1OC (stereo not drawn)	4.5%	4.2
CCCN1CCN(C(=O)CCCn2c(C)c3cnn(-c4ccccc4)c(=O)c3c2C)CC1	0.2%	-7.8
CCCN(CCC)S(=O)(=O)c1ccc(NC(=O)C2CCCO2)cc1 (stereo not drawn)	1.3%	.
CC(C)n1nc(C(=O)NCc2ccc3c(c2)OCO3)c2ccccc2c1=O	2.6%	-4.2
CCOC(=O)Cc1csc(NC(=O)/C=C/c2cccc(Br)c2)n1	4.7%	-1.5

Single records (already shown):
`COc1ccc(CNC(=O)C2(CC3CC(c4ccccc4)=NO3)CCN(C(=O)OC(C)(C)C)CC2)cc1` (stereo not drawn) as listed: GlmU inhibition = -1.5%; Mtb RmlCD inh = .
`CCc1c(C)sc(NC(=O)CCc2ccc(OC)cc2)c1C(N)=O` as listed: GlmU inhibition = -3.0%; Mtb RmlCD inh = .

Additional records
SMILES	GlmU inhibition	Mtb RmlCD inh
CC(=O)NCCc1cc2ccc(C)cc2[nH]c1=O	.	-5.2
CCC1(CC)NC(=O)N(Cc2nc3ccccc3s2)C1=O	-0.5%	3.4
CC(=O)/C(CN1CCCCC1)=N\O	-0.6%	1.1
Cc1cnn(C(=S)NCc2ccc(Cl)cc2)c1	-1.3%	-6.4
CCC(=O)Nc1cc(-c2nn(C)c(=O)c3ccccc23)ccc1N1CCOCC1	.	10.1
CCOc1ccc(NC(=O)C2Cc3ccccc3CN2S(=O)(=O)CC)cc1 (stereo not drawn)	3.8%	-10.3
COc1ccc(C(=O)Nc2sc3c(c2C(=O)O)CC(C)(C)OC3)cc1	2.3%	.
Cc1ccc(SCc2ccc(C(=O)Nc3cccc([N+](=O)[O-])c3)cc2)cc1	3.4%	-3.2
CCOC(=O)C1(C)C=C(Nc2cccc(OC)c2)C(=O)N1c1ccccc1 (stereo not drawn)	-0.3%	20.5
Cc1cccc2nc(CSc3ccc(Cl)cc3)cn12	-6.9%	.
CCCc1nc2c(=O)n(C)c(=O)nc-2n(C)n1	3.1%	.
O=C(NCC(c1cccnc1)N1CCN(c2ccc(F)cc2)CC1)C1CCCCC1 (stereo not drawn)	-5.2%	89.8
Cc1ccc(-c2nnc(SCC(=O)N3CCCC3)o2)cc1	0.3%	.
CC/C(=N\NC(=O)c1ccc(-c2ccccc2)cc1)C12CC3CC(CC(C3)C1)C2	7.5%	.
O=C(/C=C/c1ccc(F)cc1)NCCCN1CCN(CCCNC(=O)/C=C/c2ccc(F)cc2)CC1	-4.3%	2.8
CCCNC1=C(C)C(=O)CC1	-2.0%	-4.6
Cc1ccc(-n2c(C)cc(C(=S)N3CCOCC3)c2C)cc1C	1.6%	3.9
CCOc1ccc(N(CC(=O)Nc2ccccc2C(=O)NCc2ccco2)S(C)(=O)=O)cc1	-0.9%	-5.4
COc1cc(-c2cc(C(=O)NCCc3ccc(S(N)(=O)=O)cc3)c3ccccc3n2)cc(OC)c1OC	10.9%	-1.6
CCN(CC)C1=CC(=[N+]2CCCC2)CC(C)(C)C1	0.2%	.
O=S(=O)(Nc1ccccc1F)c1ccc2nsnc2c1	-2.8%	10.0
CCN(CC)CCNc1nc2c(c(=O)n(C)c(=O)n2C)n1C/C=C(/C)Cl	-1.7%	.
O=C(CN1C(=O)S/C(=C\c2ccccc2)C1=O)NNC(=O)c1ccccc1O	6.8%	.
Cc1ccc2c(ccc(=S)n2C)c1	5.4%	-6.7
O=C1N=C(N2CCC(Cc3ccccc3)CC2)S/C1=C/c1cn[nH]c1-c1ccccc1	0.2%	7.8

Brought forward from above: 2 compounds, followed by the next part.
SMILES	GlmU inhibition	Mtb RmlCD inh
Cc1ccc2c(ccc(=S)n2C)c1	5.4%	-6.7
O=C1N=C(N2CCC(Cc3ccccc3)CC2)S/C1=C/c1cn[nH]c1-c1ccccc1	0.2%	7.8
CCOc1ccccc1CN1CCC(O)CC1	3.9%	.
CCOC(=O)C(C(=O)OCC)c1cc(Br)c2noc3c2c1C(=O)c1ccccc1-3	6.1%	-7.4
Cc1ccc(CN2CCN(c3ncccn3)CC2)o1	1.0%	.
CCCCn1c(CN2CCN(CCO)CC2)nc2ccccc21	1.9%	5.6
Nc1c(C(=O)N/N=C/c2ccccc2)cnn1-c1ccccc1	3.8%	-3.2
Cc1nc(SCC(=O)NC2CCCC2)[nH]c(=O)c1Cc1ccccc1	4.0%	9.8
COc1ccc(CCNC(=O)CCCN2C(=O)c3ccccc3C2=O)cc1OC	2.3%	1.3
CC(=O)Nc1ccc(NC(=O)CSc2nnc(CNc3ccc(F)cc3)n2CC2CCCO2)cc1 (stereo not drawn)	-2.1%	.
O=C(CSc1ncn[nH]1)c1ccc2c(c1)OCO2	-1.2%	-10.0
CCCSc1nc2c(c(=O)n1-c1ccc(OCC)cc1)SCC2	0.4%	5.4
Cc1cccc(C)c1OCC(=O)OCC(=O)c1ccc2c(c1)NC(=O)CO2	-0.6%	8.2
CC(=O)c1ccc(N2CCN(C(=O)Nc3ccc(F)cc3F)CC2)cc1	2.1%	21.7
CCC(C)Nc1nc(OC)nc(N(C)C#N)n1 (stereo not drawn)	0.2%	5.5
COc1cccc(-n2c(SCC(=O)NCc3ccco3)nnc2-c2c[nH]c3ccccc23)c1	-5.3%	-6.1
CC1(C)NC(=O)N(CCCCSc2ccc(Cl)cc2)C1=O	6.9%	.
O=C(O)CSc1ccc2ccccc2n1	-3.0%	-6.6
COC(=O)[C@@H]1C2CCC(C(=O)Nc3ccccc3)(CC2)[C@@H]1C(=O)OC	-2.6%	11.8
O=C(CCCNS(=O)(=O)c1cccc2nsnc12)NCc1ccc(F)cc1	1.9%	6.4
COc1ccc(-n2c(=O)/c(=C\c3cccs3)s/c2=C(/C#N)C(=O)N2CCN(C)CC2)cc1	-1.5%	-9.5
Cc1cc(C)nc(SCc2cc(=O)c(OC(=O)c3cccc([N+](=O)[O-])c3)co2)n1	1.3%	.
CN(C)S(=O)(=O)c1ccc(C(=O)Nc2ccc(CCC(=O)N3CCCC3)cc2)cc1	1.5%	.
COc1ccc(F)cc1S(=O)(=O)Nc1ccc2c(c1)OCCO2	2.4%	4.6
COC(=O)c1[nH]c2ccc(Cl)cc2c1NC(=O)CCN1CCN(C2CCCCC2)CC1	1.2%	-4.9
Cn1c2c(c(=O)n(C)c1=O)C(CC(=O)Nc1ccccc1F)C(=O)N2 (stereo not drawn)	-1.7%	-21.9
CCCCOc1ccc(C(=O)O)cc1	-0.2%	.
SMILES	GlmU inhibition	Mtb RmlCD inh
C=C(C)[C@@]12OC3(c4ccccc4)O[C@@H]1C1[C@@H]4O[C@]4(CO)[C@@H](O)[C@]4(O)C(=O)C(C)=C[C@H]4[C@@]1(O3)[C@H](C)[C@H]2OC(=O)/C=C/C=C/c1ccccc1 (stereo partly drawn)	1.5%	.
CCOC(=O)N1CCN(c2c(N3CCN(c4ccccn4)CC3)c(=O)c2=O)CC1	5.8%	9.2
c1ccc(SCCOCCn2cncn2)cc1	-0.9%	.
CCOP(=O)(Cc1ccc(C(C)(C)CC(C)=O)o1)OCC	-3.4%	-1.0
CC(C)C(=O)NNS(=O)(=O)c1ccccc1	-4.2%	10.6
Cc1cc(=O)n2nc(N3CCCC(C(=O)NCc4ccc5c(c4)OCO5)C3)sc2n1 (stereo not drawn)	-1.4%	-10.4
COC(=O)c1ccc(Cl)c(NS(=O)(=O)c2ccc3c(c2)OCCO3)c1	-4.1%	7.9
C(=N\NC(=Nc1ccccc1)c1ccccn1)/c1ccccn1	1.6%	-11.8
N/C(Cc1ccc(Cl)cc1)=N\OC(=O)c1cccc2ccccc12	-2.0%	2.5
CN(C)c1ccc(C(=O)c2ccc(N(C)C)c(N)c2)cc1N	-2.8%	.
COC(=O)c1ccc(-c2ccc(F)cc2)nc1C	-3.5%	.
Nc1ccc(-c2nc3ccc(N)cc3s2)cc1	1.1%	.
C[C@@H](C(=O)OCn1nnc2ccccc2c1=O)N1C(=O)C2CCCCC2C1=O (stereo partly drawn)	-3.3%	-3.7
CN(CC(=O)NCc1ccc(Cl)cc1)S(=O)(=O)c1cccc2nsnc12	-1.6%	.
CCCCn1c(=O)n(CC(=O)Nc2c(CC)cccc2CC)c(=O)c2c1nc(CO)n2CCC	-8.2%	16.7
COc1ccc(NC(=S)N/N=C2\CC(C)(C)Oc3ccc(O)cc32)cc1	-3.7%	-0.5
S=C(NCc1ccccn1)Nc1ccc(Cl)c(Cl)c1	.	0.8
Cn1c(=O)c2c(ncn2CC(=O)N/N=C/c2ccco2)n(C)c1=O	-3.5%	2.5
CNc1ccc(Br)cc(C(=O)/C=C/c2ccc(OC)cc2OC)c1=O	2.2%	4.3
COC(=O)CSC1=C(C#N)C(c2ccc(F)cc2)CC(=O)N1 (stereo not drawn)	6.4%	-9.3
Cc1nnc(N2C(=O)C(O)=C(C(=O)c3ccco3)C2c2cccc3ccccc23)s1 (stereo not drawn)	-5.0%	-13.7
CCOC(=O)CSc1nc2ccccc2c(=O)n1C1CCCC1	1.7%	97.7
Cc1cccc(NC(=O)c2ccc(S(=O)(=O)C(F)F)cc2)c1C	-5.9%	.
CN(CC(=O)Nc1ccc(S(N)(=O)=O)cc1)Cc1ccccc1F	0.7%	27.6
CCCCOC(=O)C(C#N)c1nc2ccccc2nc1N1CCOCC1 (stereo not drawn)	-2.8%	.

Molecules from the list above containing a thiophene ring, fused or not, in the order listed:
SMILES	GlmU inhibition	Mtb RmlCD inh
CCc1c(C)sc(NC(=O)CCc2ccc(OC)cc2)c1C(N)=O	-3.0%	.
c1csc(CNc2nc(-c3cccs3)nc3ccccc23)c1	3.3%	1.5
O=C(Nc1nccs1)c1csc2c1CCCC2	1.5%	.
COc1ccc(C(=O)Nc2sc3c(c2C(=O)O)CC(C)(C)OC3)cc1	2.3%	.
COc1ccc(-n2c(=O)/c(=C\c3cccs3)s/c2=C(/C#N)C(=O)N2CCN(C)CC2)cc1	-1.5%	-9.5

Next section.
SMILES	GlmU inhibition	Mtb RmlCD inh
Cc1cc(C)c(OCCN(C)Cc2ccccc2)c(Br)c1	-3.9%	2.5
CC(=O)ON1C(C)(C)CC(OC(=O)c2ccccc2)CC1(C)C	-1.2%	.
Cc1ccc(NC(=O)c2cccc(OC(F)F)c2)c(OC(F)F)c1	-4.7%	-3.4
CCOc1ccc(/C=N/OCC(=O)Nc2ccc(OCc3ccccc3)cc2)cc1OC	-5.2%	-49.2
O=P(O)(CN1CCCCC1)CN1CCCCC1	8.6%	.
CC(=O)Oc1cccc(/C=C2\Sc3ccccc3C2=O)c1	2.7%	5.8
CC(C)N1C(=O)C(O)(C2COC(C)(C)CC2=O)c2ccccc21 (stereo not drawn)	2.1%	-6.7
CNc1ncc(C(=O)c2ccc(F)cc2)s1	9.2%	-7.7
CCCN(CC(=O)Nc1ccc(Cl)cc1Cl)C(=O)/C=C/c1cc(OC)ccc1OC	-3.0%	12.3
CCOC(=O)N1CCC(N(CCCOC)C(=O)Nc2cccc(OC)c2)CC1	-1.9%	.
COc1ccc(C(F)(F)F)cc1N/C=C\c1nnnn1-c1ccccc1	-3.5%	16.5
O=C(O)Cc1c(-c2ccccc2)c2cc(Br)ccc2[nH]c1=O	2.2%	-1.2
CCOC(=O)c1cn2nc(Oc3cccc(C(F)(F)F)c3)ccc2n1	0.6%	-9.7
Cc1ccc(C(=O)OCc2ccc3c(c2)OCO3)cc1S(=O)(=O)N1CCCCC1	2.0%	8.8
O=C(CCN1CCCCC1)NCC1OCCc2ccccc21 (stereo not drawn)	-1.2%	.
COc1ccc(OC)c(-n2c(SC)nnc2-c2c[nH]c3ccccc23)c1	2.9%	4.7
COc1ccc(CCn2nnnc2C(C(C)C)N2CCN(c3ncccn3)CC2)cc1OC (stereo not drawn)	.	8.8
O=C(O)COc1ccccc1/C=N/NC(=O)CSc1nc2ccccc2n1Cc1ccc(Cl)cc1	-3.4%	12.3
CCCCn1c(=N)n(CC(O)COc2ccccc2)c2ccccc21 (stereo not drawn)	-3.4%	-6.6
Cc1ccccc1C(=O)NNC(=O)CSc1nc2ccccc2c(=O)[nH]1	3.5%	28.7
COC(=O)c1c(C)n(-c2ccc(C)cc2)c2ccc(O)cc12	-3.1%	7.4
